Screens: PubChem BioAssay, Sanford-Burnham Center for Chemical Genomics
TIM10 inh: growth inhibitors of TIM10 yeast strain | S. cerevisiae TIM10 strain growth, BacTiter-Glo luminescence, 24 h | inhibition, % at 10 µM | 330,000 compounds, 1.4% hits | AID 463195;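 active = inhibition of 40% or more at the single tested concentration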;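 note: wild-type TIM10 isogenic control strain grown at permissive 25 °C; 0% = DMSO yeast wells and 100% = minimal medium wells without yeast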
NLRP3 yeast inh: NALP3 inhibition in yeast; 330,000 compounds, 0.39% hits; Yeast reconstituted NLRP3/ASC/caspase-1, beta-gal luminescence, 24 h; inhibition, % at 10 µM; AID 2825;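 active = inhibition of 50% or more; inactive = inhibition below 50%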;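 note: plate controls were induced DMSO wells for no effect and uninduced yeast grown without galactose for full effect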
APJ agonist: agonists of human APJ apelin receptor. P35414. CHO-K1 APJ PathHunter beta-arrestin, luminescence; 0% DMSO wells, 100% apelin. activation, % at 20 µM. 330,000 compounds, 0.11% hits. AID 2520;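 active = activation more than six SD over the plate average, tested at 20 µM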;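 note: 0% = DMSO alone and 100% = apelin-13 at 10 nM; some results filed as inactive read as strong as hits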
Target sequence (P35414 whole entry, looked up): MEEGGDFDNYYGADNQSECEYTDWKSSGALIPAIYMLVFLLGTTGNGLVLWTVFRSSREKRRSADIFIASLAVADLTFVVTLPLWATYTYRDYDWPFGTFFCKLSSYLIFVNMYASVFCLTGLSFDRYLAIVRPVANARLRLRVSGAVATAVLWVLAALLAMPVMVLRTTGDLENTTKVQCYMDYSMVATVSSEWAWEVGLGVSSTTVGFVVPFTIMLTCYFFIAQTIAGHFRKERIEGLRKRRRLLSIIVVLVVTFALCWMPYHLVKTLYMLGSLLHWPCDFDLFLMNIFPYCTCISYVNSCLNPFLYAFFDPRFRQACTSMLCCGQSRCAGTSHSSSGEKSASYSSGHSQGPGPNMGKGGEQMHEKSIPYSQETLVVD
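Assay system – PathHunter CHO-K1 APJ (AGTRL-1) beta-arrestin reporter cells · Compound – one dose, 20 µM compound, 1% DMSO · Timing – compound 90 min 25 °C, reagent 1 h · Measured by – luminescence from split beta-galactosidase complementation, Galacton Star/Emerald II substrate · Measure – beta-arrestin recruitment to APJ as agonist activity, luminescent signal · Benchmarks – DMSO vs Apelin-13 10 nM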
GRIN3A LBD mod: modulators (binders) of human NR3A ligand-binding domain | NR3A LBD differential scanning fluorimetry, Tm shift; 0% = protein alone, 100% = glycine-bound protein | 340,000 compounds, 2.5% hits | Tm shift relative to glycine control, % at 25 µM | AID 1259313;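 active = melting temperature shift of at least 10% of the positive control shift, at one fixed dose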
tim10-1 inh: tim10-1 yeast growth inhibition; S. cerevisiae tim10-1 ts strain growth, BacTiter-Glo, 24 h; inhibition, % at 20 µM; 330,000 compounds, 2.2% hits; AID 463190;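 active = inhibition of at least 40%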;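 note: mutant grown at 25 °C; 0% = DMSO wells with yeast and 100% = wells holding no yeast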
MPTP block: blocks calcium-induced mitochondrial swelling; isolated mouse mitochondria, Ca2+ swelling absorbance, 30 min; inhibition, % at 10 µM; 360,000 compounds, 1.4% hits; AID 602449;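 active = inhibition of 50% or more, scaled per plate between neutral and stimulator controls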;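 note: 0% = DMSO wells given calcium and 100% = 1 mM EGTA wells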
tim23-1 inh: inhibits growth of tim23-1 mutant yeast; S. cerevisiae tim23-1 growth, BacTiter-Glo luminescence, 24 h; inhibition, % at 20 µM; 330,000 compounds, 1.3% hits; AID 463212;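 active = growth inhibition of the mutant yeast at or above 50%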;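 note: temperature-sensitive mutant grown at 25 °C; plate controls were DMSO-treated mutant yeast for no effect and medium wells lacking yeast for full effect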
APJ antagonist: blocks the human apelin receptor APJ | 330,000 compounds, 0.32% hits | CHO-K1 APJ beta-arrestin complementation, luminescence | inhibition, % at 20 µM | P35414 | AID 2521;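 active = inhibition above about 40% at 20 µM, limit read from the data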;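 note: cells challenged with 10 nM apelin-13 agonist together with compound; plate controls were apelin-13 plus DMSO wells for no effect and DMSO wells lacking apelin-13 for full effect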
beta cell repl: MIN6 beta-cell proliferation induction; MIN6 cells proliferation, ATPlite luminescence, 48 h; cells starved in 0.2% serum; 100% = growth in 10% serum; proliferation, % at 10 µM; 330,000 compounds, 0.29% hits;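 active = compounds whose signal lies at least 3.5 SD above the mean of all wells on their plate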;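 note: 0% = DMSO-treated cells in low-serum medium and 100% = 10% serum control; some compounds called inactive have numbers as strong as hits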
An asterisk follows results filed as active; / = not tested or not shown.

Values in the order – APJ antagonist	APJ agonist	NLRP3 yeast inh	tim23-1 inh	MPTP block	beta cell repl	tim10-1 inh	GRIN3A LBD mod	TIM10 inh
1: CCc1nnc(NC(=O)c2cccc(S(=O)(=O)N3CC(c4ccccc4)CC3=O)c2)s1 (stereo not given)
→ 15	1	8	18	-0.6	-1	17	0	5
2: Cc1occc1-c1nnc(SCC(=O)Nc2nc(C(C)(C)C)cs2)o1
→ -11	-2	24	9	94*	-5	10	-1	4
3: COC(=O)c1sc(N)c(C(=O)OC)c1COC(=O)c1c(C)noc1C
→ 46*	-8	13	13	3.5	-2	-10	-3	-26
4: Cc1cc(C#N)c(SCC(N)=O)nc1-c1ccc(F)cc1
→ 19	-3	-9	2	-1.2	1	3	-1	-21
5: CCOc1ccc(N(C(C)=O)C2C=CS(=O)(=O)C2)cc1 (stereo not given)
→ -16	-4	1	4	-2.7	1	1	-1	5
6: CN(C)C(CNC(=O)CCOc1ccccc1)c1ccco1 (stereo not given)
→ 6	-3	8	5	-0.6	1	-13	0	3
7: CCOc1ccccc1N(CC(=O)Nc1cc(OC)ccc1OC)S(=O)(=O)c1ccccc1
→ 5	-2	10	25	2.5	-1	17	-4	16
8: COc1cccc(NC(=O)CCCn2c(=O)[nH]c3ccccc3c2=O)c1
→ -18	10	12	19	0.6	-1	13	-1	-8
9: Cc1ccc([C@H]2C(C(=O)O)=CC[C@@H](c3ccc(Cl)cc3)N2S(=O)(=O)c2ccc(C)cc2)cc1
→ -2	-1	-7	30	1.0	-5	20	-7	13
10: COc1ccc(-c2c(C)nn3c(N4CCC(C(=O)N5CCCCC5)CC4)cc(C)nc23)cc1OC
→ 6	4	5	12	0.0	-4	5	-1	-2
11: Cc1ccccc1CSCCNC(=O)c1ccccc1
→ -19	1	31	9	1.8	-2	18	-11	-14
12: CN(C)S(=O)(=O)c1ccc2c(c1)c(=O)c(C(=O)NCCCN1CCCCCC1)cn2C
→ -9	0	9	7	-1.5	1	-9	-1	0
13: OCCC1CN(Cc2ccc(-c3ccco3)cc2)CCN1Cc1ccsc1 (stereo not given)
→ 16	1	7	-1	-0.8	0	-4	-2	5
14: Cc1ccc(C)c(NC(=O)CSc2nnc(-c3n[nH]c4ccccc34)o2)c1
→ -51	0	15	22	4.3	-1	-19	-8	-19
15: O=C(Nc1ccon1)c1csc2c1CCCC2
→ 0	-1	-30	28	-1.2	0	28	-1	25
16: CC(C)(CC(=O)O)CC(=O)N1CCN(c2cc(C(F)(F)F)nc3ccccc23)CC1
→ 2	-2	12	3	0.0	0	10	3	-6
17: CC1CN(C2CCCCC2)c2nc3c(c(=O)[nH]c(=O)n3C)n2C1 (stereo not given)
→ -13	-2	-2	15	-0.7	-1	4	-4	2
18: O=C(Nc1ccncc1)c1ccc2c(c1)OCCO2
→ -14	-2	-2	-7	3.2	-2	-5	0	-3
19: COc1ccc(C2SCC(=O)N2c2ccc(C)cc2)cc1 (stereo not given)
→ 3	-3	-5	9	0.2	-3	-1	1	10
20: O=C(CCN1C(=O)NC2(CCCC2)C1=O)Nc1ccc(-c2nc3ccccc3s2)cc1
→ -4	-2	-12	25	-0.7	-5	11	26*	10
21: Cc1ccc(OCCNC(=O)c2ccccc2F)cc1
→ -5	-3	30	2	-0.4	0	-19	0	6
22: Cc1ccc(/C=N/NC(=O)CSc2nnc(-c3ccc(Cl)cc3)n2-c2ccc(Cl)cc2)o1
→ -253	28*	20	11	1.3	-6	11	2	4
23: O=C(Nc1ccc2oc(-c3ccncc3)nc2c1)c1ccccc1F
→ -2	1	26	-4	3.1	-1	16	-2	36
24: CCCOc1ccc(C(=O)Nc2ccc(S(=O)(=O)N3CCN(C)CC3)cc2)cc1
→ 15	-4	17	12	6.2	-3	14	0	-1
25: COc1ccc(S(=O)(=O)NCC2CCCN(C(=O)CN3CCCCC3)C2)cc1 (stereo not given)
→ -8	0	27	-3	0.5	-4	-20	0	-14
26: O=C(CCN1C(=O)/C(=C/c2ccccc2Cl)SC1=S)N1CCOCC1
→ -1	-2	16	35	-0.8	0	27	1	26
27: CCCC1=C(C(=O)OCC)C(c2ccc(NC(C)=O)cc2)NC(=O)N1 (stereo not given)
→ -5	2	19	12	0.6	-1	-1	0	10
28: CCOC(=O)CNC(=O)CNC(=O)c1ccc(OCC(C)C)cc1
→ 4	-4	-4	-6	1.3	-2	3	0	-8
29: Cc1ccc(OC(C)C(=O)Nc2ccc(S(=O)(=O)Nc3cc(C)on3)cc2)cc1 (stereo not given)
→ -25	-1	4	-6	-1.1	2	14	16*	-1
30: O=C(COc1cccc(C(F)(F)F)c1)Nc1nnc(C2CC2)s1
→ 1	-1	20	3	-2.2	0	-14	1	-24
31: c1ccc(-c2ccnc3ncnn23)nc1
→ 11	-2	16	-1	-0.1	0	9	1	-14
32: CN(C)S(=O)(=O)c1ccc(Nc2ccc(-c3ccc4c(c3)OCCO4)nn2)cc1
→ 2	4	0	-9	0.1	-4	0	8	-2
33: CC(=O)c1ccc(N2CCN(CC(=O)Nc3ccccc3C(=O)NC3CC3)CC2)c(F)c1
→ -2	-3	-5	15	-0.1	3	13	-1	-2
34: COc1ccc(S(=O)(=O)N2CCOCC2)cc1OC
→ -9	-1	24	14	4.4	2	4	-4	-18
35: COC(=O)c1cn(-c2ccccc2)c(=O)c2ccccc12
→ 10	-2	21	40	0.9	-3	28	-2	0
36: COc1ccc(C(=O)CN2CCN(c3ccc(F)cc3)CC2)cc1OC
→ 8	3	13	5	0.0	-2	-6	1	-3
37: c1ccc2oc(-c3csc(NCC4CCCO4)n3)cc2c1 (stereo not given)
→ -4	-6	26	34	0.2	-2	28	1	31
38: COc1cc2c(cc1OC)CN(C(=O)/C=C/c1ccccc1[N+](=O)[O-])CC2
→ 0	-4	6	-2	0.5	-2	-40	1	-49
39: CN1CCC(=NNC(=O)C(=O)Nc2ccccc2F)CC1
→ -8	-4	3	-6	-0.9	-2	5	2	8
40: COc1ccc(/C(O)=C2/C(=O)C(=O)N(c3ncccn3)C2c2ccc(OC)cc2)cc1 (stereo not given)
→ 13	-5	-13	-4	1.6	1	5	1	-9
41: Cc1cccc(NC(=O)Cn2nnc(-c3ccc(CN4CCCC4)cc3)n2)c1C
→ -10	-5	20	4	0.4	2	15	1	4
42: Cc1nc2sccn2c(=O)c1S(=O)(=O)Nc1ccc(N2CCN(S(C)(=O)=O)CC2)cc1
→ 4	5	5	1	-0.8	-1	2	-3	-8
43: CN1C(=O)C(C)(C)c2cc(S(=O)(=O)N3CCCC(C(=O)NCc4ccc(Cl)cc4)C3)ccc21 (stereo not given)
→ 7	-1	-5	6	-1.1	3	1	0	1
44: CN(C(=O)CSc1nc2ccccc2c(=O)n1-c1ccc(F)cc1F)C1CCS(=O)(=O)C1 (stereo not given)
→ 4	-2	-3	7	2.3	-3	2	-1	10
45: Cc1cc(=O)oc2cc(OC(=O)c3nn(C(C)C)c(=O)c4ccccc34)ccc12
→ -13	5	-3	25	0.7	-1	28	0	20
46: COc1ccc(-c2nnc3sc(C4CCCCC4)nn23)cc1OC
→ 22	-3	-6	9	5.0	5	2	-2	12
47: NC(=O)c1ccc(NC(=O)CN2CCN(Cc3ccccc3)CC2)cc1
→ 14	0	1	2	-0.1	1	1	-1	-1
48: O=C(NCCc1nc2ccccc2[nH]1)c1ccc(F)cc1
→ 19	2	-4	18	-0.8	0	-9	-2	-6
49: COCCn1c(SCC(=O)OC(C)C)nnc1-c1ccccc1
→ -14	-5	1	1	1.9	-1	4	0	0
50: O=C(Cn1c(C(=O)NCC2CCCO2)cc2sccc21)c1ccccc1 (stereo not given)
→ -8	-6	9	28	-1.2	3	18	-9	19
51: CC(C)N1CCN(Cc2ccncc2)CC1CCO (stereo not given)
→ -9	-2	12	9	-1.2	2	6	5	4
52: CCC(C)NC(=S)N1CCN(C(c2ccccc2)c2ccccc2)CC1 (stereo not given)
→ 3	-3	13	29	2.1	-2	31	-5	21
53: O=C(O)CCC(=O)c1ccc2ccc3cccc4ccc1c2c34
→ -4	-2	22	38	/	-2	39	/	32
54: COCCCNC(=S)NNC(=S)NCCCOC
→ -4	1	20	6	1.7	2	11	1	-13
55: O=C(CSc1ccc(-c2ccccc2)nn1)NC1CCCCC1
→ -49	3	20	14	-0.3	3	8	-1	9
56: CCN(C(=O)COC(=O)c1ccco1)c1cccc2ccccc12
→ 0	-2	12	23	-1.5	1	-1	0	3
57: O=C(CC1C(=O)N(c2ccccc2)C(=S)N1c1ccccc1)c1ccccc1 (stereo not given)
→ 2	1	-1	52*	1.3	-5	47*	2	49*

4 entries from above in a different format.
(49) COCCn1c(SCC(=O)OC(C)C)nnc1-c1ccccc1
  APJ antagonist: -14
  APJ agonist: -5
  NLRP3 yeast inh: 1
  tim23-1 inh: 1
  MPTP block: 1.9
  beta cell repl: -1
  tim10-1 inh: 4
  GRIN3A LBD mod: 0
  TIM10 inh: 0
(50) O=C(Cn1c(C(=O)NCC2CCCO2)cc2sccc21)c1ccccc1 (stereo not given)
  APJ antagonist: -8
  APJ agonist: -6
  NLRP3 yeast inh: 9
  tim23-1 inh: 28
  MPTP block: -1.2
  beta cell repl: 3
  tim10-1 inh: 18
  GRIN3A LBD mod: -9
  TIM10 inh: 19
(51) CC(C)N1CCN(Cc2ccncc2)CC1CCO (stereo not given)
  APJ antagonist: -9
  APJ agonist: -2
  NLRP3 yeast inh: 12
  tim23-1 inh: 9
  MPTP block: -1.2
  beta cell repl: 2
  tim10-1 inh: 6
  GRIN3A LBD mod: 5
  TIM10 inh: 4
(52) CCC(C)NC(=S)N1CCN(C(c2ccccc2)c2ccccc2)CC1 (stereo not given)
  APJ antagonist: 3
  APJ agonist: -3
  NLRP3 yeast inh: 13
  tim23-1 inh: 29
  MPTP block: 2.1
  beta cell repl: -2
  tim10-1 inh: 31
  GRIN3A LBD mod: -5
  TIM10 inh: 21
